# RGS7-Gao reg: regulators of human RGS7-Galphao interaction. P09471. Multiplexed bead flow cytometry, RGS7-Galphao binding; actives lie on both sides. binding response (% of control), % at 10 µM. hit rate 0.35% among 220,000; in the data active = binding response below about 49% or above about 150%;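 also: fluorescent Galphao held in activated GDP-AlF4 state binding bead-coupled RGS7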
# RGS4-Gao reg: modulates binding of RGS4 to human Galphao; hit rate 0.33% among 220,000; Multiplexed bead flow cytometry; actives lie on both sides; AID 1415; P09471; binding response (% of control), % at 10 µM; in the data active = binding response below about 49% or above about 150%; inactive = in between;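 also: fluorescent Galphao activated with aluminum fluoride binding bead-coupled RGS4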
# Bim-Mcl-1: human Bim-Mcl-1 interaction inhibition | Q07820 | Bead-based flow cytometry, Bim peptide-Mcl-1 binding | inhibition, % at 10 µM | hit rate 0.1% among 190,000;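 also: 0% = no compound tracer wells and 100% = peptide blocker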
# RGS8-Gao reg: human RGS8-Galphao interaction regulation; multiplexed bead flow cytometry, RGS8-Galphao binding; actives lie on both sides; P09471; hit rate 0.34% among 220,000; response (percent of control binding), % at 10 µM; in the data active = response below about 60% or above about 140%; inactive = in between;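 also: Galphao activated as the GDP aluminium fluoride complex binding bead-coupled RGS8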
# Bcl-XL Bim block: inhibitors of Bim-Bcl-XL interaction, human. Bim peptide-Bcl-XL binding, bead flow cytometry, fluorescence. inhibition, % at 10 µM. hit rate 0.04% among 190,000. AID 1007
# ABCG2 block: blocks JC-1 efflux by human ABCG2 transporter. Q9UNQ0. IgMXP3 cells, flow cytometry. inhibition, % at 6.6 µM. hit rate 0.1% among 190,000. AID 1325;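 active = inhibition above 80%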;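 also: 0% = DMSO and 100% = nicardipine control wells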
# Target sequence (Q9UNQ0 whole entry, looked up): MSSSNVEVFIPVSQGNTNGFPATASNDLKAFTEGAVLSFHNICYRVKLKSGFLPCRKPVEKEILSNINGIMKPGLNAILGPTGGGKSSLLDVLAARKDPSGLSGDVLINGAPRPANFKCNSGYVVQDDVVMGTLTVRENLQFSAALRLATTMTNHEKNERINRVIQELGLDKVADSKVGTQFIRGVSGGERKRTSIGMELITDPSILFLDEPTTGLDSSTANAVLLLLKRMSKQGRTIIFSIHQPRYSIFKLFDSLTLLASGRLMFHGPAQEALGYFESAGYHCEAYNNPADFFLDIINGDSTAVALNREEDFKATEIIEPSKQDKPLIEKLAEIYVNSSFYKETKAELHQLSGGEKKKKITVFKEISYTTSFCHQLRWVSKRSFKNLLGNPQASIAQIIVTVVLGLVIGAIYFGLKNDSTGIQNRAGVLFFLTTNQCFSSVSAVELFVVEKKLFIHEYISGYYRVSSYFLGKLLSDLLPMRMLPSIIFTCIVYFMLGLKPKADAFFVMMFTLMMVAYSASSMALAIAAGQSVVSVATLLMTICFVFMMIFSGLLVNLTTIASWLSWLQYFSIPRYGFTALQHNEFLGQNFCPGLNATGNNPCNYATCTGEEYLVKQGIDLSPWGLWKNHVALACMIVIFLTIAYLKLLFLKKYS
#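 Test system: IgMXP3 (ABCG2) plus far-red-tagged CCRF-Adr (ABCB1) cells. Reagent: JC-1 dye as substrate. Timing: 10 min exposure at 25 °C with rotation, no wash. Measured by: flow cytometric JC-1 green MFI at 530 nm. Read-out: percent efflux inhibition, scaled nicardipine 100% to DMSO 0%. Control set: nicardipine and DMSO wells.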
# Bcl-2 Bim block: disrupts Bim peptide binding to human Bcl-2. P10415. Bead-based flow cytometry, Bim peptide-Bcl-2 binding. hit rate 0.06% among 190,000. inhibition, % at 10 µM; in the data active = inhibition above about 40%;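 also: 0% = no compound wells with probe peptide and 100% = reference peptide inhibitor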
# ABCB1 block: inhibitors of human ABCB1 transporter, ABCG2 counter-screen; CCRF-Adr cells, JC-1 efflux, flow cytometry; AID 1326; P08183; inhibition, % at 6.6 µM; hit rate 0.067% among 190,000; in the data active = inhibition above about 40%;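 also: 0% = vehicle and 100% = reference inhibitor; higher value means more JC-1 retained so stronger ABCB1 efflux block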
# Bfl-1 Bim block: disrupts Bim binding to human Bfl-1 | Q16548 | Bead-based flow cytometry, Bim-Bfl-1 binding inhibition | AID 1008 | hit rate 0.12% among 190,000 | inhibition, % at 10 µM;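 also: 0% = wells without compound plus tracer and 100% = blocker peptide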
# Bcl-W Bim block: disrupts Bim peptide binding to human Bcl-W | bead-based flow cytometry | inhibition, % at 10 µM | hit rate 0.02% among 190,000;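 also: 0% = bound tracer without compound and 100% = peptide blocker; higher means less fluorescent Bim peptide bound to Bcl-W beads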
# Target sequence (Q92843 whole entry, looked up): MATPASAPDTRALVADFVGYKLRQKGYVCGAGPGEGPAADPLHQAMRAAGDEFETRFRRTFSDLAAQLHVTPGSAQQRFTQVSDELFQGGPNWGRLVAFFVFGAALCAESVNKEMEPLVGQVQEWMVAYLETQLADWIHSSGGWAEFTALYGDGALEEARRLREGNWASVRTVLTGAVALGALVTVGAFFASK
# Bim-Bcl-B: human Bim-Bcl-B interaction inhibition. Q9HD36. bead-based flow cytometry, Bim peptide-Bcl-B binding. inhibition, % at 10 µM. hit rate 0.073% among 190,000;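 also: 0% = tracer peptide without compound and 100% = reference inhibitor peptide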
# Target sequence (Q9HD36 whole entry, looked up): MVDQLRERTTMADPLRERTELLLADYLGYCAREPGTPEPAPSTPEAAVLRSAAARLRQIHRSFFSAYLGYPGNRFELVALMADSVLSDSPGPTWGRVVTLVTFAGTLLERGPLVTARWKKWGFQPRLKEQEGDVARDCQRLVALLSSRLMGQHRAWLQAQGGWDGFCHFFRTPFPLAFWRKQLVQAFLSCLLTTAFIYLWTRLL
# * marks the source's active call; other numbers are inactive results; [ ] = remark or other dose. Rule as the data show it, unless noted: active = inhibition above about 40%.
no.	SMILES	Bim-Bcl-B	Bcl-W Bim block	Bcl-XL Bim block	RGS4-Gao reg	Bim-Mcl-1	Bcl-2 Bim block	ABCG2 block	RGS7-Gao reg	Bfl-1 Bim block	RGS8-Gao reg	ABCB1 block
1	CCC(=O)N1CCCc2cc(S(=O)(=O)NCc3cccs3)ccc21	-8	1	-5	98	-1	-4	2	99	-14	100	0.3
2	OCCC1CN(Cc2cccn2-c2ccccn2)CCN1Cc1ccccc1 (stereo unspecified)	-1	-2	-3	97	-2	-11	0	98	-8	95	0.0
3	Cc1c(C(=O)NCC2CCCO2)sc2nc(-c3ccc(F)cc3)cn12 (stereo unspecified)	-7	-4	-6	103	-2	-8	4	100	-6	100	2.2
4	CCOC(=O)N1CCN(C(=O)CN(c2cccc(OC)c2)S(C)(=O)=O)CC1	-2	0	-2	102	0	-2	1	106	-5	99	0.2
5	CCn1c(-c2ccc([N+](=O)[O-])cc2)n[nH]c1=S	-21	-1	-5	104	-3	0	12	102	4	101	1.2
6	Cc1nc2ccccc2c(C)c1C(=O)c1ccc(F)cc1	-3	2	1	100	0	2	1	97	-4	101	0.4
7	CC(C)CNC(=S)NC1CCCC1	-9	2	4	102	-2	-8	-1	102	-14	101	-0.5
8	COC(=O)c1ccc([C@@H]2C[C@H]3CN(Cc4cccnc4)C(=O)[C@]34CCCN24)cc1	-3	-2	-2	95	0	0	0	98	-4	98	0.4
9	COc1ccc(C(=O)ON=C2C=C(C)C(=O)C(C)=C2)cc1	-3	0	0	100	-1	-8	29	96	-3	101	1.6
10	COc1ccc(-c2nc3c(c(=O)c4ccccc4n3C)c(=O)n2Cc2ccccc2)cc1	-24	-6	-6	103	-8	-6	5	103	-4	103	0.9
11	Cn1c(=O)c2c(nc(NCc3ccccc3)n2C)n(C)c1=O	-1	0	3	100	0	0	8	97	-3	101	0.3
12	O=C1N=C(N2CCOCC2)S/C1=C\c1ccc(-c2ccccc2Cl)o1	0	-3	-9	101	-3	-1	-7	101	4	99	-1.0
13	COc1ccc(OCC(=O)Nc2nc3ccc(NC(C)=O)cc3s2)cc1	-14	-11	-8	104	-9	-7	-1	120	-18	116	-0.3
14	COC(=O)c1c(NC(C)=O)sc(C(=O)Nc2ccccc2)c1C	8	10	6	96	3	0	1	99	4	101	0.6
15	Cc1cccc(NC(=O)c2sc(C)nc2C)c1	-49	-35	-30	101	-42	-35	2	98	-33	101	0.6
16	O=[N+]([O-])c1ccc(OCCCCN2CCCCC2)cc1	-4	-7	-13	103	-8	-6	-2	106	-5	116	-0.5
17	O=C(NN=C1CCN(Cc2ccccc2)CC1)c1ccccc1O	-6	1	-3	100	-2	-3	10	101	-6	102	-0.2
18	Cc1c(Cl)cccc1NC(=O)CCCN1C(=O)CCC1=O	-32	1	-2	98	-110	-16	-1	100	-11	98	-0.6
19	COC(=O)CCSc1nccn1Cc1ccccc1	-19	3	-1	88	1	1	6	93	-1	93	0.8
20	O=C(NC(c1ccccc1)c1ccccc1)c1ccc(Br)o1	-5	-5	-1	94	-6	-4	0	96	-1	91	-0.2
21	COc1ccc(C(=O)CSc2nc3ccccc3n2CC(=O)NC(C)(C)C)cc1	-2	-2	-1	104	-1	-3	2	106	-1	101	0.6
22	Cc1ccc(CNc2ccc(S(=O)(=O)N3CCOCC3)cc2[N+](=O)[O-])cc1	-4	-3	-5	103	0	-9	1	101	-8	101	0.6
23	CCOc1cc(CNCCCN2CCOCC2)ccc1OCC(=O)Nc1cccc2ccccc12	-7	-1	-6	107	-1	-10	13	107	-14	104	0.1
24	COC(=O)Cn1cnc2c(C#N)c3n(c2c1=O)CCCC3	-3	2	1	98	4	-1	2	104	-8	105	0.1
25	Cc1ccc2nc(SCC(=O)Nc3c(C)n(C)n(-c4ccccc4)c3=O)[nH]c2c1	2	2	0	85	2	0	1	85	0	93	0.2
26	Clc1ccc2c(NNc3ccccc3Cl)ccnc2c1	-7	0	-4	92	-3	-8	36	91	-13	93	1.2
27	CCOc1cc(/C=N\NC(=O)c2ccc(C)nc2)cc([N+](=O)[O-])c1O	-10	-2	-12	102	-4	-13	7	98	-19	102	0.0
28	CCOC(=O)COc1cccc2c(=O)n(CC(=O)NCCc3ccc(OC)c(OC)c3)ccc12	-7	-2	-6	97	-3	0	2	104	-1	98	-0.3
29	COc1cc(/C=C(\C#N)C(=O)N2CCOCC2)cc(Br)c1O	-9	-5	-10	102	-3	-7	0	109	-7	99	-0.3
30	COc1ccc(S(=O)(=O)NN(C)c2nc(C(F)(F)F)nc3ccccc23)cc1	0	2	-1	99	1	-1	1	95	-1	100	0.1

# Grouped by structure: the compounds so far with four or more nitrogen atoms
no.	SMILES	Bim-Bcl-B	Bcl-W Bim block	Bcl-XL Bim block	RGS4-Gao reg	Bim-Mcl-1	Bcl-2 Bim block	ABCG2 block	RGS7-Gao reg	Bfl-1 Bim block	RGS8-Gao reg	ABCB1 block
2	OCCC1CN(Cc2cccn2-c2ccccn2)CCN1Cc1ccccc1 (stereo unspecified)	-1	-2	-3	97	-2	-11	0	98	-8	95	0.0
5	CCn1c(-c2ccc([N+](=O)[O-])cc2)n[nH]c1=S	-21	-1	-5	104	-3	0	12	102	4	101	1.2
11	Cn1c(=O)c2c(nc(NCc3ccccc3)n2C)n(C)c1=O	-1	0	3	100	0	0	8	97	-3	101	0.3
24	COC(=O)Cn1cnc2c(C#N)c3n(c2c1=O)CCCC3	-3	2	1	98	4	-1	2	104	-8	105	0.1
25	Cc1ccc2nc(SCC(=O)Nc3c(C)n(C)n(-c4ccccc4)c3=O)[nH]c2c1	2	2	0	85	2	0	1	85	0	93	0.2
27	CCOc1cc(/C=N\NC(=O)c2ccc(C)nc2)cc([N+](=O)[O-])c1O	-10	-2	-12	102	-4	-13	7	98	-19	102	0.0
30	COc1ccc(S(=O)(=O)NN(C)c2nc(C(F)(F)F)nc3ccccc23)cc1	0	2	-1	99	1	-1	1	95	-1	100	0.1

# (next part)
no.	SMILES	Bim-Bcl-B	Bcl-W Bim block	Bcl-XL Bim block	RGS4-Gao reg	Bim-Mcl-1	Bcl-2 Bim block	ABCG2 block	RGS7-Gao reg	Bfl-1 Bim block	RGS8-Gao reg	ABCB1 block
31	Fc1ccc(CNC(=S)Nc2cccc(Cl)c2)cc1	-7	-5	-11	102	-11	-3	-2	102	-9	102	-0.5
32	O=C(N/N=C/c1cc2ccccc2nc1Cl)c1ccncc1	-3	-2	1	103	1	0	1	101	-3	102	0.5
33	COc1ccc(-c2nc3ccccc3c(=O)n2NC(=O)c2cccnc2Cl)cc1OC	3	0	3	100	8	1	4	101	0	101	0.6
34	O=C(CSc1nc2ccccc2c(=O)n1-c1ccc(F)cc1)Nc1ccc(Cl)c(S(=O)(=O)N2CCOCC2)c1	-9	-1	-7	104	-5	-3	-19	108	-2	104	-3.2
35	CC(=O)N1CCc2c(sc(NC(=O)CN3C(=O)c4ccccc4C3=O)c2C(N)=O)C1	-3	-1	-6	146	-3	-3	2	157*[activator]	-4	140	2.2
36	Cn1c(O)c(N=Nc2nc(-c3ccccc3)cs2)c2ccccc21	-4	-1	-4	97	-4	0	-18	96	2	101	-0.7
37	COc1ccc(S(=O)(=O)Cc2ccc(C(=O)N3CCN(c4ccccn4)CC3)o2)cc1	-3	3	1	97	0	-3	6	95	-5	97	1.2
38	Cc1nn(C)c(C(=O)Nc2ccn(Cc3ccccc3F)n2)c1[N+](=O)[O-]	-4	0	-9	105	0	-6	3	104	-9	102	0.5
39	CC(C)CNC(=O)c1cc([N+](=O)[O-])ccc1N1CCCCC1	-2	0	-2	99	-2	-3	52	98	-6	97	0.6
40	COc1ccccc1C(=O)Nc1nc(N)n(-c2ccccc2)n1	-5	-1	-4	94	-2	-1	7	94	-2	98	0.6
41	O=C(Cn1nc(Cc2cccnc2)c2ccccc2c1=O)N1CCN(c2ccccn2)CC1	-8	1	-3	102	0	-14	3	101	-12	101	0.8
42	O=c1[nH]c2cc(Cl)ccc2n1-c1ccccc1	-2	0	2	92	2	-3	6	90	-3	92	1.4
43	CCOC(=O)c1ccc(NC(=O)Nc2ccc(Cl)cn2)cc1	-1	-1	-3	105	0	0	3	105	-3	104	-0.2
44	CCOc1cc(NC(=S)NCCOC)c(OCC)cc1NC(=O)c1ccco1	-8	-8	-8	101	-3	2	6	104	1	100	0.9
45	Cc1[nH]c2ccc(F)cc2c1CCN(Cc1ccncc1)C(=S)Nc1ccc(F)cc1	-9	-3	-6	101	-3	-7	2	103	-8	105	0.1
46	CCOc1cc2oc(=O)c3c(c2cc1Cl)CCC3	-3	1	0	107	3	-4	3	148	-11	104	0.5
47	COc1ccc(-c2noc(-c3ccccc3Cl)n2)cc1OC	-5	-3	-4	97	-2	1	4	100	0	97	0.6
48	O=C(c1nn2c(C(F)(F)F)cc(-c3cccs3)nc2c1Cl)N1CCCc2ccccc21	-8	1	-3	96	-1	-5	3	95	0	98	0.5
49	Brc1cccc(-c2nnc(SCc3nc4ccccc4[nH]3)o2)c1	2	1	2	107	4	0	4	108	1	103	0.8
50	O=C(NCc1ccco1)C1CCCN(S(=O)(=O)c2cccc3cccnc23)C1 (stereo unspecified)	-6	3	-4	101	0	-4	3	103	-8	99	0.6
51	Cc1nc2ncnn2c(C)c1CCC(=O)N1CC(C)CC(C)C1 (stereo unspecified)	1	1	4	84	0	0	1	90	1	83	0.5
52	O=C(Nc1cccc(NC(=S)NC(=O)c2cccs2)c1)c1ccccc1	-4	-1	-2	103	-2	0	1	102	1	104	-0.1
53	Cc1nc(SCC(=O)N2CCc3ccccc32)n[nH]1	-8	0	1	98	-2	-10	3	100	-11	98	0.4
54	Cc1ccc(C(=O)NCc2ccco2)cc1Br	-5	2	-14	98	0	-4	5	98	-8	98	0.6
55	CCC(C)(C)n1nnnc1C(C(C)C)N1CCC(C(N)=O)CC1 (stereo unspecified)	-2	4	0	93	-1	-1	2	96	3	96	0.1

# Arranged by count of non-hydrogen atoms (falling): 4 of the compounds above
no.	SMILES	Bim-Bcl-B	Bcl-W Bim block	Bcl-XL Bim block	RGS4-Gao reg	Bim-Mcl-1	Bcl-2 Bim block	ABCG2 block	RGS7-Gao reg	Bfl-1 Bim block	RGS8-Gao reg	ABCB1 block
45	Cc1[nH]c2ccc(F)cc2c1CCN(Cc1ccncc1)C(=S)Nc1ccc(F)cc1	-9	-3	-6	101	-3	-7	2	103	-8	105	0.1
36	Cn1c(O)c(N=Nc2nc(-c3ccccc3)cs2)c2ccccc21	-4	-1	-4	97	-4	0	-18	96	2	101	-0.7
49	Brc1cccc(-c2nnc(SCc3nc4ccccc4[nH]3)o2)c1	2	1	2	107	4	0	4	108	1	103	0.8
39	CC(C)CNC(=O)c1cc([N+](=O)[O-])ccc1N1CCCCC1	-2	0	-2	99	-2	-3	52	98	-6	97	0.6
